KAT2A inh: inhibitors of human GCN5L2 histone acetyltransferase; Q92830; GCN5L2 HAT assay, ThioGlo1 CoA-SH fluorescence; Potency, µM (titrated, usually from 58.9 µM), for the others: top-dose activity change, negative = inhibition, most hits filed as inhibitors; 0.21% of 390,000 active; AID 504327
Target sequence (Q92830 whole entry, looked up): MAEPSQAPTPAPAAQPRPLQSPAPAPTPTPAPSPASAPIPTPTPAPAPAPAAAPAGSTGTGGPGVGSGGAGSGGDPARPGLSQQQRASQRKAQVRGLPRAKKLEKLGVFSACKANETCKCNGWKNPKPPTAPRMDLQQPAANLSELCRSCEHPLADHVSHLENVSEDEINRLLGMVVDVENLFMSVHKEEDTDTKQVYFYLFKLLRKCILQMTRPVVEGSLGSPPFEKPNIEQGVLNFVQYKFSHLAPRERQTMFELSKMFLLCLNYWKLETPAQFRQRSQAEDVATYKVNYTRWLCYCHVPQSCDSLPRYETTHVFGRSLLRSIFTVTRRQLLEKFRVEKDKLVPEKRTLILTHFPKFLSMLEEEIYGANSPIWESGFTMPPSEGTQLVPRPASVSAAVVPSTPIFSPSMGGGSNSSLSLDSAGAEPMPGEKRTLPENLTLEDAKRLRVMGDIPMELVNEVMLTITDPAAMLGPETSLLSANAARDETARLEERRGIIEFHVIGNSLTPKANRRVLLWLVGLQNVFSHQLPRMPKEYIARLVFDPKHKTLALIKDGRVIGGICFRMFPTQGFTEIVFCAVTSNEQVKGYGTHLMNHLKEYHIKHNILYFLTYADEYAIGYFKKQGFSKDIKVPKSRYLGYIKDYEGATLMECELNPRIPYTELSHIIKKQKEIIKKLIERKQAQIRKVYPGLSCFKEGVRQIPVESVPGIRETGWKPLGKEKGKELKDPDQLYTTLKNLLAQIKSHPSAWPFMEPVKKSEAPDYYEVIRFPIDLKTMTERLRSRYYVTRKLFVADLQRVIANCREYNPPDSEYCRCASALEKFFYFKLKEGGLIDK
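Preincubate 20nM GCN5L2 with compound 15 min, RT → add 50uM ThioGlo1 + 75uM H3(1-25) + 70uM acetyl-CoA → read fluorescence 0 and 20 min. Primary qHTS; fluorescent artifacts likely.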
TDP1 cell CPT: growth inhibition of DT40 Tdp1-/-;hTDP1 cells with camptothecin (screen for TDP1 inhibitors); chicken DT40 Tdp1-/-;hTDP1 cells + 20 nM CPT, ATP luminescence, 48 h; Potency, µM (top dose mostly 46.2 µM), for inactives: top-dose activity change, negative = growth inhibition, actives largely listed as inhibitors; 12% of 420,000 active; AID 686979; note: nearly all actives have a fitted effect of over 55% in size
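Chicken DT40 Tdp1-/- cells stably complemented with human TDP1 were seeded at 400 cells/well in medium containing 20 nM camptothecin, exposed to pin-transferred compounds, and grown at 37 °C for at least 48 hr. Viability was read as ATP luminescence.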
TDP1 cell noCPT: qHTS for Inhibitors of human tyrosyl-DNA phosphodiesterase 1 (TDP1): qHTS in cells in absence of CPT | DT40 Tdp1-/- hTDP1 cells, no CPT, ATP luminescence, 48 h | Potency, µM (top dose mostly 46.2 µM), without a hit: at the top dose activity change, negative = growth inhibition, actives largely listed as inhibitors | 15% of 420,000 active; note: nearly all actives have a fitted effect of over 55% in size
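A cellular qHTS used chicken DT40 cells lacking endogenous Tdp1 but carrying stably transfected human TDP1. Compounds were applied without camptothecin, and cell growth kinetics were judged by ATP-dependent luminescence after ≥48 hr.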
Starred values were filed as active, the others as inactive; ? = inconclusive; nt = not tested or not shown; & = joins results of further samples; ! = a repeat was not active; [ ] = dose if it differs, or a comment. Calls come from the whole dose curve; as a rule, active = well fitted curve in the direction sought with a large enough effect; inconclusive = small, poorly fitted or top-dose-only effect, or another doubt; inactive = no such curve, though single readings can be large; an effect the other way counts as inactive or inconclusive. % is set by controls: 0 for no effect and ±100 for the full control effect; potency is the fitted concentration of half-maximal effect. This is a subset; count on the stated rates, not on these rows.

SMILES	KAT2A inh	TDP1 cell CPT	TDP1 cell noCPT
CS(=O)(=O)OCC(O)C(O)COS(C)(=O)=O (stereo not given)	-1%	13µM*	11µM*
COc1ccc([C@H]2CC(=O)C=C(c3ccc4c5c(cccc35)CC4)C2)cc1	-8%	?	?
CCOC(=O)N1CCN(C(=O)c2ccc3c(=O)n(CCC4=CCCCC4)c(=S)[nH]c3c2)CC1	-4%	?	?
CN1C(=S)CN=C(c2ccccc2)c2cc(Cl)ccc21	-14%	?	15µM*
CCC(=NCCO)c1c(O)n(-c2ccc(Cl)cc2)c(=O)[nH]c1=O	-4%	-10%	0%
Cc1ccc(N(C)C(=O)Oc2cccc3ccc(C)nc23)cc1	2%	?	?
Cc1c(C(=O)N2CCC3(CC2)OCCO3)oc2ccc(S(=O)(=O)N3CCOCC3)cc12	-1%	-24%	-2%
Cc1nc2ccccc2c(=O)n1-c1ccccc1[N+](=O)[O-]	0%	1%	-16%
CN1CCN(/N=C/c2c(O)n(C)c(=O)n(C)c2=O)CC1	-6%	0%	-6%
CCC(C)n1c(O)c(C=NCCc2ccccc2)c(=O)[nH]c1=S (stereo not given)	-4%	-14%	-29%
CCSc1nc2n(n1)C(c1ccc(Cl)cc1Cl)C(C(=O)Nc1ccccc1C)=C(C)N2 (stereo not given)	-4%	18µM*	13µM*
C=Cn1ccnc1P(O)(=S)c1nc(C)c(CCOC(C)=O)s1 (stereo not given)	-5%	10%	5%

Six compounds from above, limited to KAT2A inh:
SMILES	KAT2A inh
CS(=O)(=O)OCC(O)C(O)COS(C)(=O)=O (stereo not given)	-1%
COc1ccc([C@H]2CC(=O)C=C(c3ccc4c5c(cccc35)CC4)C2)cc1	-8%
CCOC(=O)N1CCN(C(=O)c2ccc3c(=O)n(CCC4=CCCCC4)c(=S)[nH]c3c2)CC1	-4%
CN1C(=S)CN=C(c2ccccc2)c2cc(Cl)ccc21	-14%
CCC(=NCCO)c1c(O)n(-c2ccc(Cl)cc2)c(=O)[nH]c1=O	-4%
Cc1ccc(N(C)C(=O)Oc2cccc3ccc(C)nc23)cc1	2%

Next section
SMILES	KAT2A inh	TDP1 cell CPT	TDP1 cell noCPT
COc1ccc(Cc2c(O)[nH]c(=S)[nH]c2=O)cc1	6.3µM*	11%	15%
CCN1CCC2(CC1)NC(CO)(CO)CO2	-2%	1%	-4%
Cc1ccc(-c2nc3ncccc3o2)cc1NC(=O)c1cccc(OCC(C)C)c1	-5%	-28%	?
CC12CCC3C(CCC4CC(=O)CCC43C)C1CC(=NO)C2=O (stereo not given)	nt	-30%	?
CC(C)c1ccc(CNC(=O)c2ccc(N3CCCC3)c(NC(=O)NCc3ccccc3)c2)cc1	-10%	15µM*	23µM*
COc1ccc2cc1Oc1ccc(cc1)CC1c3cc(c(OC)cc3CCN1C)Oc1c(OC)c(OC)cc3c1C(C2)N(C)CC3 (stereo not given)	2%	3.7µM*	3.7µM*
N#CCCn1cc(C(=O)Nc2ccccc2Cl)c(-c2ccc(F)cc2)n1	3%	8%	-2%
c1ccc(N2C3C4CC(C5CCCC54)C32)cc1 (stereo not given)	nt	7%	-12%
Fc1ccc(CNC2CN3CCC2CC3)cc1 (stereo not given)	-10%	13%	4%
COc1ccc(CN2C(=O)NC(=O)/C(=C\c3cccc(OC)c3OC)C2=O)cc1	-3%	-4%	-15%
Cc1ccc(N2C(=O)CC(=O)NC2=O)c(C)c1	-6%	10%	-17%
O=c1ccc2cc(O[C@@H]3O[C@H](CO)[C@@H](O)[C@H](O)[C@H]3O)c(O)cc2o1	nt	-4%	-1%
CCCCC(=O)N/N=C/c1c(O)n(Cc2ccco2)c(=O)[nH]c1=O	-1%	-16%	-12%
CC(=O)OC1(c2ccccc2)CCN(C2CCCCC2)CC1C (stereo not given)	-11%	0%	?
CS(=O)(=O)c1ccc(C2=C(CNC(=O)c3nccs3)[C@H]3CC[C@@H](C2)N3Cc2ccccc2)cc1	nt	-3%	?
OC(COCc1ccc(Cl)cc1)CN1CC=C(c2ccccc2)CC1 (stereo not given)	-4%	16µM*	10µM*
C=CCn1c(O)c(C(C)=NCCc2c[nH]c3ccccc23)c(=O)[nH]c1=O	-9%	18%	-8%
Cc1ccc(N2C(=O)NC(=O)/C(=C/c3cnc(-c4ccccc4)nc3)C2=O)cc1C	1%	14%	-6%
CCOc1ccc(-c2cc(C(=O)N3CCC4(CC3)OCCO4)c3ccccc3n2)cc1	nt	5.2µM*	?
CC(C)[C@H]1CC2C3CC=C4C[C@@H](O)CC[C@]4(C)C3CC[C@]2(C)[C@H]1O (stereo not given in full)	-2%	-29%	?
COc1cc(OC)c(C=O)c(OC(=O)N(C)C)c1	-5%	?	-14%
CCCCC(CC)CNCC(O)c1ccccc1 (stereo not given)	2%	-2%	-21%
CN1CCN(CCC(=O)OC2CC3CCC(C2)N3C)CC1 (stereo not given)	-3%	15%	-25%
CN1CCCCC1c1ccc(-c2cccnc2)nc1 (stereo not given)	-4%&-5%	-18%[9.04 µM]	-7%[9.04 µM]
O=P(O)(Oc1ccccc1)OC(c1ccccc1)C(F)(F)C(F)(F)F (stereo not given)	2%	4%	-13%
Cc1ccc(P(=S)(c2ccc(C)o2)N2CCOCC2)o1	-1%	-13%	-28%
CC(C)CN(C(=O)CN1CC=C(c2ccccc2)CC1)c1c(N)n(CC(C)C)c(=O)[nH]c1=O	-13%	?	18µM*
O=C(CCl)NCC1CCCO1 (stereo not given)	3%	0%	-8%
Cn1cc(C=C(C#N)C#N)c2ccccc21	-10%	7%	12%
Oc1ccc2c3c1O[C@H]1[C@@H](O)CC[C@@]4(O)C(C2)N(CC2CCC2)CCC314 (stereo not given in full)	-8%	2%	-8%
Cn1cccc1/C=C1/C(=O)NC(=O)N(Cc2ccccc2)C1=O	-11%	4.6µM*	2.3µM*
C=CCN(c1ccc(C(=O)N(CC)CC)cc1)S(C)(=O)=O	-2%	-13%	-11%
Cc1ccc2nc(C)n(-c3ccc(F)cc3)c(=O)c2c1	-1%	?	?
Cc1cc(C)n(-c2nc3nonc3nc2Nc2cccc(C)c2C)n1	-2%	?	?
C=CCN1C(=O)C2(C(C(=O)OC)=C(N)Oc3c2c(=O)oc2ccccc32)c2ccccc21 (stereo not given)	nt	?	?
CCOc1ccc(CN(CCc2ccc3c(c2)OCO3)Cc2cccc(OC)c2)cc1	-7%	?	?
COP(=O)(OC)c1nc(-c2ccccc2)oc1NCc1ccccc1	0%	-12%	?
CC(=O)Nc1ccc(OC(=O)c2ccccc2N)cc1	-7%	-2%	-12%
Oc1cccc(/C=N/NP(=S)(c2ccccc2)c2ccccc2)c1	-5%	2%	-5%
Cc1cc(OCCCC(=O)NCc2cccs2)ccc1Cl	-5%	1%	-27%
COC(=O)C1=C(c2ccc(Cl)c(C(F)(F)F)c2)C[C@@H]2CC[C@H]1N2C(=O)N1CCC(O)(c2ccc(Cl)cc2)CC1	-12%	?	?
CCOc1ccc(N=Cc2c(O)n(CCc3ccc(OC)c(OC)c3)c(=O)[nH]c2=O)cc1	-2%	?	16µM*
CCOc1ccc(N=C(C)Nc2ccc(OCC)cc2)cc1	nt	?	?
O=C1NCN(c2ccccc2)C12CCN(C(c1cccc3ccccc13)c1nnnn1Cc1ccccc1)CC2 (stereo not given)	nt	18µM*	23µM*
CC12CNCC(C)(CNC1)C2O (stereo not given)	1%	-9%	1%
O=c1c2ccccc2nc(-c2ccco2)n1-c1ccc(Br)cn1	-4%	?	?
O=C(c1cccs1)C1CN2CCC1CC2 (stereo not given)	-5%	?	?
CC(=O)N1CC(=O)Nc2ccc(F)cc2C1c1ccccc1 (stereo not given)	1%&2%	1%&-1%	29%&-2%
Cc1cc(Oc2cc(NN3CCCCC3)c([N+](=O)[O-])cc2[N+](=O)[O-])ccc1[N+](=O)[O-]	-7%	?	?
CC(=O)[C@H]1CC[C@H]2[C@@H]3CC[C@@H]4C[C@H](O)CC[C@]4(C)[C@H]3CC[C@]12C	nt	-9%	-20%
NC(Cc1ccc(Cl)cc1)c1csc(Nc2ccccn2)n1 (stereo not given)	nt	15µM*	13µM*
CCC1(CC)C(=O)NC(=NCCc2c[nH]c3ccccc23)NC1=O	-7%	-1%	9%
COc1ccc(CNCCc2c[nH]c3ccccc23)c(OC)c1C	2%	5.8µM*	7.3µM*
COC(=O)C(=O)N1CC2(C)CNCC(C)(C1)C2=O	0%	4%	-18%
O=[N+]([O-])c1nccn1CO[C@@H](CO)[C@H](O)CO	nt	?	2%
CN(C(=O)Oc1ccc(Cl)c2cccnc12)c1ccccc1	-1%	-15%	-15%
CCN1c2nc3c(C)cccn3c(=O)c2CC2(C(=O)N(C)C(=O)N(C)C2=O)C1C (stereo not given)	-1%	1%	-4%
CC12CN3CC(C)(CN(C1)P3(=O)Oc1ccccc1)C2=O (stereo not given)	-3%	3%	-2%
Cc1cc(Cl)ccc1C(=O)C1CCCN(C2CCSCC2)C1 (stereo not given)	-1%	26µM*	21µM*
O=[N+]([O-])c1ccc(Cl)c([N+](=O)[O-])c1	-12%	3.7µM*	4.6µM*

Going on with the list.
SMILES	KAT2A inh	TDP1 cell CPT	TDP1 cell noCPT
CCOc1ccc(-n2c(O)c(C=Nc3ccc(NC(C)=O)cc3)c(=O)[nH]c2=O)cc1	-14%	4%	4%
Cc1cccc(OCC(=O)N2CCN(CCc3ccccn3)CC2)c1	-11%	-13%	-4%
COc1ccccc1CN1CCCC(C(=O)c2ccccc2OC)C1 (stereo not given)	-5%	8.2µM*	?
COc1ccc2c(C(=O)c3ccc(Cl)cc3)c(C)n(CC(=O)O)c2c1	nt	-4%	-19%
CCOC(=O)CC(SP1(=S)OCC2(CCCCC2)CO1)C(=O)OCC (stereo not given)	nt	-2%	-6%
NC(Cc1ccc(Cl)cc1)c1csc(Nc2ncccn2)n1 (stereo not given)	nt	3.7µM*	4.1µM*
CN(C)c1ccc(C=C2C(=O)NC(=O)NC2=O)cc1[N+](=O)[O-]	-13%	6%	0%
CCOP(=S)(OCC)Oc1nc(Cl)c(Cl)cc1Cl	?	0%&-4%	-4%&-21%
CN1C2CCC1CC(OC(c1ccccc1)c1ccccc1N)C2 (stereo not given)	1%	?	?
Cc1ccc(CNS(=O)(=O)c2cc3c(cc2C)N(C)CCO3)cc1	-4%&1%	?	?
O=C1NCN(c2ccccc2)C12CCN(C(c1cccs1)c1nnnn1C1CCCC1)CC2 (stereo not given)	nt	?	?
S=c1nc(-c2ccccc2)n(-c2ccccc2)[nH]1	11%	?	-11%
CCCCCCCCN1C(=O)[C@H](CC(=O)N2CCCCC2)C[C@@]2(C(=O)OCC)CCCC=C12	nt	7.3µM*	5.8µM*
O=C(c1ccc(N2CCCCC2)c([N+](=O)[O-])c1)N1CCC2(CC1)OCCO2	3%	-24%	?
O=C(CCCCCCCCC#CI)Oc1ccccc1	nt	?	?
CCCCCCC(N)CC(=O)O (stereo not given)	3%	5%	-1%
CCOP(=O)(OCC)C(NC(=O)NC)C(N)=O (stereo not given)	-4%	1%	21%
c1ccc2c(c1)CNc1ccccc1O2	-1%	-17%	2%
COc1cccc(OC)c1-c1nn2c(-c3n[nH]c4c3CCC4)nnc2s1	nt	6.3µM*	5.6µM*
CCCCOP(=O)(OCCCC)C(O)c1ccc(Br)cc1 (stereo not given)	32%[activator]	23µM*	18µM*
O=C(Nc1ccccc1)N1CCCC2(CCN(C(=O)Oc3ccccc3)CC2)C1	-11%	13%	?
CCN(CC)C(=O)/C(Cl)=C(\C)OP(=O)(OC)OC	5%	-4%	-3%
CN(C)c1ccc(-[n+]2c(-c3ccccc3)cc(-c3ccccc3)cc2-c2ccccc2)cc1	-16%	0.33µM*	0.41µM*
CC(C)OC(=O)OCOP(=O)(CO[C@H](C)Cn1cnc2c(N)ncnc21)OCOC(=O)OC(C)C	nt	8.4µM*!	11µM*!
CCC12CN3CC(CC)(CN(C1)C3c1cccnc1)C2=O (stereo not given)	1%	0%	3%

Quoted from above (4 entries):
SMILES	KAT2A inh	TDP1 cell CPT	TDP1 cell noCPT
O=C(Nc1ccccc1)N1CCCC2(CCN(C(=O)Oc3ccccc3)CC2)C1	-11%	13%	?
CCN(CC)C(=O)/C(Cl)=C(\C)OP(=O)(OC)OC	5%	-4%	-3%
CN(C)c1ccc(-[n+]2c(-c3ccccc3)cc(-c3ccccc3)cc2-c2ccccc2)cc1	-16%	0.33µM*	0.41µM*
CC(C)OC(=O)OCOP(=O)(CO[C@H](C)Cn1cnc2c(N)ncnc21)OCOC(=O)OC(C)C	nt	8.4µM*!	11µM*!

High-throughput results as filed in PubChem BioAssay.
